ROS inducer: ROS inducers in U2OS cancer cells, primary screen, cell-based, H2DCF-DA fluorescence | ROS induction (% of piperlongumine), % at 10 µM | actives 2% (n = 46,000) | U2OS ROS induction; in the data active = ROS induction above about 79%, passing the limit was not always enough; inconclusive = no clear call, values can overlap the other calls;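 note: 0% = DMSO vehicle median and 100% = reference compound median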
Numbers without * were called inactive; ? = inconclusive. Not all compounds are listed, so the mix of outcomes need not match the whole.

SMILES	ROS inducer
C[C@@H]1CCCCO[C@H](CN(C)C(=O)c2ccncc2)[C@@H](C)CN([C@H](C)CO)C(=O)c2cc(NC(=O)Cc3ccccc3)ccc2O1	-5
Cc1ncc([N+](=O)[O-])n1CC(=O)Nc1ccc(F)cc1	-17
C[C@@H]1CN([C@@H](C)CO)C(=O)c2cc(NC(=O)Cc3ccccc3)ccc2O[C@@H]1CN(C)C(=O)Nc1cccc2ccccc12	8
C[C@H]1CN([C@@H](C)CO)C(=O)c2cc(NC(=O)c3ccncc3)ccc2O[C@@H]1CN(C)Cc1ccc2c(c1)OCO2	-7
C[C@@H]1CN([C@H](C)CO)C(=O)Cc2cc(NC(=O)Nc3ccc(C(F)(F)F)cc3)ccc2O[C@H]1CN(C)Cc1ccccc1	-12
C[C@@H]1CN([C@H](C)CO)C(=O)c2cccc(NC(=O)C3CCCCC3)c2O[C@H]1CN(C)Cc1ccc(C(F)(F)F)cc1	5
CC(C)NC(=O)Nc1cccc2c1O[C@H](CN(C)Cc1ccc(Cl)c(Cl)c1)[C@@H](C)CN([C@@H](C)CO)C2=O	42
COc1cc(O)cc(OC)c1/C=N/NC(=O)CCCCCC(=O)Nc1ccccc1O	15
C[C@H](CO)N1C[C@H](C)[C@@H](CN(C)S(=O)(=O)c2cn(C)cn2)OCc2cnnn2CCCC1=O	0
C[C@H]1CN([C@@H](C)CO)C(=O)c2cc(NC(=O)c3ccncc3)ccc2O[C@@H]1CN(C)Cc1ccc(Oc2ccccc2)cc1	8
COc1ccc(S(=O)(=O)N(C)C[C@H]2Oc3ccc(NS(=O)(=O)c4cccs4)cc3CC(=O)N([C@@H](C)CO)C[C@@H]2C)cc1	2
COc1cccc(N(CC(=O)O)S(=O)(=O)c2ccccc2)c1	-1
C[C@@H]1CN([C@H](C)CO)C(=O)c2cc(NS(C)(=O)=O)ccc2O[C@@H]1CN(C)S(=O)(=O)c1cn(C)cn1	0
O=C(CSc1nc2ccccc2[nH]1)Nc1ccc(OC(F)(F)F)cc1	-19
COc1cc(C)c(Cl)c(C)c1S(=O)(=O)NC1CC(C)(C)NC(C)(C)C1	-16

As a working copy, part of the list above.
SMILES	ROS inducer
C[C@@H]1CCCCO[C@H](CN(C)C(=O)c2ccncc2)[C@@H](C)CN([C@H](C)CO)C(=O)c2cc(NC(=O)Cc3ccccc3)ccc2O1	-5
Cc1ncc([N+](=O)[O-])n1CC(=O)Nc1ccc(F)cc1	-17
C[C@@H]1CN([C@@H](C)CO)C(=O)c2cc(NC(=O)Cc3ccccc3)ccc2O[C@@H]1CN(C)C(=O)Nc1cccc2ccccc12	8
C[C@H]1CN([C@@H](C)CO)C(=O)c2cc(NC(=O)c3ccncc3)ccc2O[C@@H]1CN(C)Cc1ccc2c(c1)OCO2	-7
C[C@@H]1CN([C@H](C)CO)C(=O)Cc2cc(NC(=O)Nc3ccc(C(F)(F)F)cc3)ccc2O[C@H]1CN(C)Cc1ccccc1	-12
C[C@@H]1CN([C@H](C)CO)C(=O)c2cccc(NC(=O)C3CCCCC3)c2O[C@H]1CN(C)Cc1ccc(C(F)(F)F)cc1	5
CC(C)NC(=O)Nc1cccc2c1O[C@H](CN(C)Cc1ccc(Cl)c(Cl)c1)[C@@H](C)CN([C@@H](C)CO)C2=O	42
COc1cc(O)cc(OC)c1/C=N/NC(=O)CCCCCC(=O)Nc1ccccc1O	15
C[C@H](CO)N1C[C@H](C)[C@@H](CN(C)S(=O)(=O)c2cn(C)cn2)OCc2cnnn2CCCC1=O	0
C[C@H]1CN([C@@H](C)CO)C(=O)c2cc(NC(=O)c3ccncc3)ccc2O[C@@H]1CN(C)Cc1ccc(Oc2ccccc2)cc1	8
COc1ccc(S(=O)(=O)N(C)C[C@H]2Oc3ccc(NS(=O)(=O)c4cccs4)cc3CC(=O)N([C@@H](C)CO)C[C@@H]2C)cc1	2
COc1cccc(N(CC(=O)O)S(=O)(=O)c2ccccc2)c1	-1
C[C@@H]1CN([C@H](C)CO)C(=O)c2cc(NS(C)(=O)=O)ccc2O[C@@H]1CN(C)S(=O)(=O)c1cn(C)cn1	0
O=C(CSc1nc2ccccc2[nH]1)Nc1ccc(OC(F)(F)F)cc1	-19
COc1cc(C)c(Cl)c(C)c1S(=O)(=O)NC1CC(C)(C)NC(C)(C)C1	-16

(further entries)
SMILES	ROS inducer
C[C@H]1CN([C@@H](C)CO)C(=O)Cc2cc(NC(=O)Cc3cn(C)c4ccccc34)ccc2O[C@@H]1CN(C)C(=O)Nc1ccc2c(c1)OCO2	-6
C[C@@H]1CN([C@H](C)CO)C(=O)Cc2cc(NC(=O)Nc3ccccc3)ccc2O[C@H]1CN(C)Cc1ccc(Oc2ccccc2)cc1	43
C[C@H](CO)N1C[C@H](C)[C@@H](CN(C)C(=O)Nc2ccc3c(c2)OCO3)Oc2c(NS(=O)(=O)c3ccc(Cl)cc3)cccc2C1=O	-6
Cc1ccnc(NC(c2cccc(Br)c2)c2ccc3ccc(C)nc3c2O)c1 (stereo unspecified)	-2
Cc1nc(SCC(=O)NCC2CCCO2)c2c3c(sc2n1)CCC3 (stereo unspecified)	4
COc1ccc(CN(C)C[C@H]2Oc3ccc(NC(=O)Nc4ccc5c(c4)OCO5)cc3C(=O)N([C@H](C)CO)C[C@H]2C)cc1	-6
Clc1ccc(CCC(Cn2ccnc2)Sc2c(Cl)cccc2Cl)cc1 (stereo unspecified)	7
O=C(COc1ccccc1)NCCc1nc2ccccc2n1Cc1ccccc1	-2
C[C@H](CO)N1C[C@H](C)[C@@H](CN(C)S(=O)(=O)c2ccccc2)Oc2c(NS(=O)(=O)c3ccc(F)cc3)cccc2C1=O	1
Cn1c(=O)c2c(ncn2CC(=O)N2CCN(C(=O)c3ccco3)CC2)n(C)c1=O	-1
C[C@H]1CN([C@@H](C)CO)C(=O)Cc2cc(NC(=O)Cc3cn(C)c4ccccc34)ccc2O[C@@H]1CN(C)CC1CCCCC1	4
Cc1noc(C)c1NC(=O)N(C)C[C@@H]1Oc2ccc(NC(=O)Cn3cnnn3)cc2C(=O)N([C@@H](C)CO)C[C@@H]1C	2
C[C@@H]1CN([C@@H](C)CO)C(=O)c2cc(NS(C)(=O)=O)ccc2O[C@H]1CN(C)Cc1ccc(-c2ccccc2)cc1	24
Fc1ccccc1CSc1nnc(-c2cccnc2)n1Cc1ccco1	-2
Cc1ccc(O)c(NC(=O)CCN2C(=O)c3ccccc3C2=O)c1	18
C[C@@H]1CN([C@H](C)CO)C(=O)c2cccc(NC(=O)c3cnccn3)c2O[C@@H]1CN(C)Cc1ccc(C(=O)Nc2ccccc2N)cc1	31
CC(=O)O[C@@H]1CC2C(C)(C)C(=O)C=C[C@]2(C)C2CC[C@@]3(C)[C@H](c4ccoc4)OC(=O)[C@H]4O[C@]43[C@@]21C (stereo partly specified)	33
C[C@@H]1CN([C@@H](C)CO)C(=O)c2cccc(NC(=O)Nc3ccccc3)c2O[C@@H]1CN(C)C(=O)Nc1ccc(C(F)(F)F)cc1	0
COc1cccc(NC(=O)CNC(=O)c2ccc([N+](=O)[O-])cc2)c1	3
Cc1ccc(CC2C(=O)N(c3cccc(C(F)(F)F)c3)C(=O)C2C)cc1 (stereo unspecified)	16
C[C@H](CO)N1C[C@H](C)[C@@H](CN(C)CC2CCCCC2)Oc2ccc(NC(=O)Cn3cnnn3)cc2C1=O	4
CCC(Sc1nc(Nc2ccc(F)cc2)c2ccccc2n1)C(=O)Nc1ccc2c(c1)OCO2 (stereo unspecified)	118*
CC(C)NC(=O)Nc1ccc2c(c1)C(=O)N([C@H](C)CO)C[C@@H](C)[C@H](CN(C)Cc1ccc(C(F)(F)F)cc1)O2	1
C[C@H](CO)N1C[C@H](C)[C@H](CN(C)S(=O)(=O)c2cn(C)cn2)Oc2ccc(NC(=O)CCN3CCOCC3)cc2CC1=O	6
O=C(N1CCCCC1)[C@@]1(CCS(=O)(=O)c2ccccc2)N=C(c2ccc(OCCCO)cc2)O[C@H]1c1ccccc1	98*
CC(C)NC(=O)Nc1cccc2c1O[C@H](CN(C)C(=O)Nc1ccccc1)[C@@H](C)CN([C@H](C)CO)C2=O	-3
CC(C)CNC(=O)[C@@]1(c2ccc([N+](=O)[O-])cc2)CC(=O)N(CC23CC4CC(CC(C4)C2)C3)[C@@H]1c1ccc(CO)cc1	27
COc1ccc(OC)c(S(=O)(=O)N2CCC(C(=O)Nc3cccc(C(C)=O)c3)CC2)c1	32
Cc1ccc(CNC(=O)c2cc(=O)[nH]c3ccc(Br)cc23)cc1	-13
COc1ccc(S(=O)(=O)N(C)C[C@@H]2Oc3ccc(NC(=O)Nc4cccc5ccccc45)cc3CC(=O)N([C@H](C)CO)C[C@H]2C)cc1	7
C[C@@H]1CN([C@@H](C)CO)C(=O)Cc2cc(NS(=O)(=O)c3cn(C)cn3)ccc2O[C@@H]1CN(C)Cc1ccc(C(=O)O)cc1	8
O=C(Cn1nc(-c2ccc(Cl)cc2)ccc1=O)NCc1ccco1	-7
Cc1cc(Cl)ccc1OC(C)C(=O)N1CCN(c2ccccc2F)CC1 (stereo unspecified)	7
C[C@@H]1CN([C@H](C)CO)C(=O)Cc2cc(NS(=O)(=O)c3ccc(F)cc3)ccc2O[C@@H]1CN(C)S(=O)(=O)c1cn(C)cn1	-6
C[C@@H]1CN([C@@H](C)CO)C(=O)c2cccc(NS(C)(=O)=O)c2O[C@H]1CN(C)CC1CCCCC1	-3
C[C@@H]1CN([C@H](C)CO)C(=O)c2cc(NC(=O)C3CCCCC3)ccc2O[C@H]1CN(C)CC1CCCCC1	-12
CN=C1S/C(=C\c2cn(CC(=O)O)c3ccccc23)C(=O)N1C	-1
Clc1cccc(-n2c(SCC3CC3)nnc2C2CC2)c1	5
COc1ccc(CN(C)C[C@@H]2Oc3ccc(NC(=O)Cc4cn(C)c5ccccc45)cc3C(=O)N([C@@H](C)CO)C[C@H]2C)cc1	32
COc1ccc(C(=O)Nc2ccc3nc(SCC(=O)Nc4ccccc4F)sc3c2)cc1OC	-4
COc1ccc(-c2nc3ccccc3s2)cc1NC(=O)COc1cccc(C)c1	23
COc1ccc(S(=O)(=O)N(C)C[C@@H]2Oc3ccc(NC(=O)CCC(F)(F)F)cc3CC(=O)N([C@H](C)CO)C[C@@H]2C)cc1	-5
COc1ccc(S(=O)(=O)N(C)C[C@@H]2Oc3ccc(NC(=O)Nc4c(C)noc4C)cc3CC(=O)N([C@H](C)CO)C[C@H]2C)cc1	-8
COc1ccc(CSc2ncn[nH]2)cc1[N+](=O)[O-]	-27
Cc1noc(C)c1NC(=O)Nc1cccc2c1O[C@@H](CN(C)S(=O)(=O)c1cn(C)cn1)[C@@H](C)CN([C@@H](C)CO)C2=O	-4
C[C@H]1CN([C@@H](C)CO)C(=O)c2cccc(NC(=O)C3CCOCC3)c2O[C@@H]1CN(C)Cc1ccccc1	15
C[C@@H]1CN([C@H](C)CO)C(=O)c2cc(NC(=O)Nc3ccccc3)ccc2O[C@H]1CN(C)Cc1ccc(C(=O)O)cc1	-2
Cc1noc(C)c1NC(=O)Nc1ccc2c(c1)C(=O)N([C@@H](C)CO)C[C@@H](C)[C@@H](CN(C)C(=O)Nc1ccc3c(c1)OCO3)O2	6
C[C@H](CO)N1C[C@H](C)[C@H](CN(C)S(=O)(=O)c2cn(C)cn2)Oc2ncc(-c3cccc(F)c3)cc2C1=O	-5
O=C(CSCC(=O)c1ccc(-c2ccccc2)cc1)Nc1ccc2ccccc2c1	-4
COc1ccc(OC)c(S(=O)(=O)Nc2cc([N+](=O)[O-])ccc2C)c1	-7
COc1ccc(OC)c(S(=O)(=O)N2CCC(C(=O)Nc3cccc(SC)c3)CC2)c1	2
C[C@@H]1CN([C@H](C)CO)C(=O)c2cc(NS(=O)(=O)c3ccc(F)cc3)ccc2O[C@H]1CN(C)C(=O)Nc1ccc2c(c1)OCO2	-14
C[C@H]1CN([C@@H](C)CO)C(=O)c2cccc(NS(=O)(=O)c3ccc(F)cc3)c2O[C@H]1CN(C)CC1CCCCC1	0
Cc1cc(C)n2nc(SCCC(=O)NCc3c(F)cc(F)cc3F)nc2n1	0
CC(C)CC(=O)c1c(O)cc(O)cc1OC1OC(COC(=O)c2cc(O)c(O)c(O)c2)C(O)C(O)C1O (stereo unspecified)	-2
C[C@H]1CN([C@@H](C)CO)C(=O)c2cc(NC(=O)Nc3cccc4ccccc34)ccc2O[C@H]1CN(C)Cc1ccc(C(=O)O)cc1	-4
COc1ccc(S(=O)(=O)N(C)C[C@H]2Oc3c(NC(=O)Nc4ccccc4)cccc3C(=O)N([C@@H](C)CO)C[C@@H]2C)cc1	11
COc1ccc(S(=O)(=O)Nc2ccc3c(c2)C(=O)N([C@@H](C)CO)C[C@H](C)[C@H](CN(C)S(=O)(=O)c2ccc(Cl)cc2)O3)cc1	6
C[C@@H]1CN([C@@H](C)CO)C(=O)c2cccc(NC(=O)CCCCCC(=O)Nc3ccccc3N)c2O[C@H]1CN(C)C(=O)Nc1cccc2ccccc12	16
(more compounds)
SMILES	ROS inducer
CNC[C@H]1Oc2c(NS(=O)(=O)c3cccs3)cccc2C(=O)N([C@@H](C)CO)C[C@@H]1C	-6
COc1ccc(C(O)CNC(=O)/C=C/c2ccccc2)cc1 (stereo unspecified)	-1
CCOC(=O)C1=C(C)N(C(=O)Oc2ccccc2)C(SC)=NC1c1ccccc1 (stereo unspecified)	3
C[C@H]1CN([C@@H](C)CO)C(=O)c2cccc(NC(=O)CCCCCC(=O)Nc3ccccc3N)c2O[C@H]1CN(C)S(=O)(=O)c1cccs1	18
COc1ccc(NC(=O)Nc2cccc3c2O[C@H](CN(C)C(=O)Nc2cccc4ccccc24)[C@@H](C)CN([C@H](C)CO)C3=O)cc1	2
COc1ccc(S(=O)(=O)N(CCC(=O)O)Cc2ccco2)cc1OC	-13
C[C@@H]1CN([C@H](C)CO)C(=O)CCCn2nncc2CO[C@H]1CN(C)C(=O)CCCN(C)C	?
C[C@H]1CN([C@@H](C)CO)C(=O)c2cccc(NC(=O)C3CCCCC3)c2O[C@H]1CN(C)Cc1ccc(-c2ccccc2)cc1	36
COC(=O)c1cc(NC(=O)CSc2nnc(-c3ccccc3O)n2-c2ccccc2)ccc1Cl	6
C[C@H]1CN([C@@H](C)CO)C(=O)Cc2cc(N(C)C)ccc2O[C@@H]1CN(C)C(=O)Nc1ccc(C(F)(F)F)cc1	6
C[C@H]1CN([C@@H](C)CO)C(=O)c2cc(NC(=O)Cc3ccccc3)ccc2O[C@H]1CN(C)S(=O)(=O)c1cccs1	4

Compound activity: PubChem, Broad Institute
